# From PubChem
# Tat transport: E. coli Tat export inhibitors, primary screen, MC4100, TorA-mCherry reporter, fluorescence, single point; inhibition, % at 10 µM; actives 0.036% (n = 340,000); AID 488895, 2010;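 active = mean replicate inhibition at least 50% and at least half of replicates individually reaching 50%; inconclusive = only one of the two criteria met; inactive = neither criterion met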;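 also: exported cargo escapes ClpAP degradation while cytoplasmic cargo is degraded and loses fluorescence; 0% = median of neutral control wells and 100% = median of NaSCN control wells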
# OPRM1-OPRD1 ag: agonists of OPRM1-OPRD1 heterodimerization, primary screen, cell-based, luminescence; cells; AID 504326, 2011; Mu-type opioid receptor (Homo sapiens) + Delta-type opioid receptor (Homo sapiens), …; actives 0.3% (n = 340,000); activation, % at 9.3 µM; in the data active = activation above about 18%;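 also: 0% = vehicle-treated cells and 100% = reference agonist; values of inactives mirror those of a sister screen read the other way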
# Target sequence (P35372 whole entry, looked up): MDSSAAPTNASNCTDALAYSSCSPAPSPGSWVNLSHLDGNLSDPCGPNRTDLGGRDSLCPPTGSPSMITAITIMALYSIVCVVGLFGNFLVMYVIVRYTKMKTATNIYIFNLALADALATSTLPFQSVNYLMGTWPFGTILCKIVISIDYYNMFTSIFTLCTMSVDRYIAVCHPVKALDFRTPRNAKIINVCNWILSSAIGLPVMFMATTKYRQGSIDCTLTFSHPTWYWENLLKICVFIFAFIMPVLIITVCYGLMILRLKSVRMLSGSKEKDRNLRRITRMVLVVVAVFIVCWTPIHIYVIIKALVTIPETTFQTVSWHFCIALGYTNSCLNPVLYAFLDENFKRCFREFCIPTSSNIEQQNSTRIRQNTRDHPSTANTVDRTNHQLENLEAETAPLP
# Target sequence (P41143 whole entry, looked up): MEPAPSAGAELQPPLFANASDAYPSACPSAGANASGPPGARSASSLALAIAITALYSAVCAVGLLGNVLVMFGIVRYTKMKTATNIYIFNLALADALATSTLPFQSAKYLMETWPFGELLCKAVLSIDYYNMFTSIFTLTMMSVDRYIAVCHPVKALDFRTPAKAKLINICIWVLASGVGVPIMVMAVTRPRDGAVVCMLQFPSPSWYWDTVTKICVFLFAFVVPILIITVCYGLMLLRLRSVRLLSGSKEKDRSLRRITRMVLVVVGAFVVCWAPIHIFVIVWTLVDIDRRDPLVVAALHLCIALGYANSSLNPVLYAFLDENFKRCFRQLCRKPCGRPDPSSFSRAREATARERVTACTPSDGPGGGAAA
# SUMO Mot1 rescue: yeast Mot1-301 growth rescue at high temperature, primary screen, SUMOylation pathway inhibitor project, S. cerevisiae, ATP luminescence, 38.5C; S. cerevisiae Mot1-301 growth rescue; percent above DMSO median, 100 means doubled; growth rescue, % at 18.8 µM; actives 1% (n = 320,000); AID 2716, 2010;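 active = every valid replicate shows activation above 250% relative to neutral control wells; inactive = the rest, any valid replicate at or below 250%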;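 also: OY570 slx delta 5 strain wells were the positive control but not used for scaling; some compounds called inactive have numbers as strong as hits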
# PKA-R2B act: activators of PKA-R2B holoenzyme, primary screen, biochemical, fluorescence polarization, Cy5-IP20, human; PKA-R2B holoenzyme dissociation; R2B truncated from residue 108, S112A mutant; 0% DMSO only, 100% 113 µM cGMP; activation, % at 11.4 µM; actives 0.079% (n = 340,000); AID 504700, 2011;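 active = activation above a cutoff set at the mean over all compounds plus 3 SD, cut at about 18% in these data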;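 also: higher means more holoenzyme dissociation and a rise in polarization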
# PKA-R1A act: activators of PKA-R1A holoenzyme, primary screen, biochemical, fluorescence polarization, Cy5-IP20, bovine R1A, mouse PKAc; cAMP-dependent protein kinase type I-alpha regulatory subunit (Bos taurus) + …; PKA-R1A dissociation; scaled: DMSO 0%, 113 µM cGMP 100%; activation, % at 11.4 µM; actives 0.083% (n = 340,000); AID 504707, 2011;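 active = percent activation above the mean of all tested compounds plus 3 SD, cut at about 19% in these data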;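 also: higher means more PKAc released from R1A so a rise in polarization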
# AddAB inh: growth inhibition of E. coli expressing H. pylori AddAB, primary screen, AddAB inhibitor project, absorbance; inhibition, % at 11.9 µM; actives 0.29% (n = 330,000); in the data active = inhibition above about 12%;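 also: 0% = vehicle wells of infected cells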
# MOR-DOR inv ag: inverse agonists of MOR-DOR heterodimerization, primary screen, cell-based, luminescence. cell-based MOR-DOR heterodimer luminescence, inverse agonism. Mu-type opioid receptor (Homo sapiens) + Delta-type opioid receptor (Homo sapiens), …. inhibition, % at 9.3 µM. actives 0.21% (n = 340,000). AID 504357, 2011; in the data active = inhibition above about 22%, passing the limit was not always enough;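 also: 0% = cells with DMSO and 100% = wells without cells with DMSO; values of inactives mirror those of a sister screen read the other way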
# Ecoli viability: E. coli V3065 growth inhibition, primary screen, counter-screen for AddAB inhibitor project, absorbance, OD600; 18 h; inhibition, % at 11.9 µM; actives 0.27% (n = 330,000);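 active = inhibition above the campaign's mean inhibition across all tested compounds plus 3 SD, cut at about 9.9% in these data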;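 also: uninfected addAB+ strain grown without phage in ampicillin broth; 0% = DMSO wells and 100% = ciprofloxacin 0.95 µg/ml wells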
# PfHsp90 yeast 2: growth inhibition of PfHsp90-expressing yeast, primary screen, antimalarial PfHsp90 inhibitor project, S. cerevisiae, BacTiter-Glo luminescence, single point, set 2; BacTiter-Glo ATP, 48 h; yeast lacking PDR1 and PDR3 efflux regulators; inhibition, % at 9.4 µM; actives 0.32% (n = 310,000); AID 504621, 2011;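 active = every replicate shows inhibition above about 80%, whatever the replicate mean, limit read from the data; inconclusive = mean inhibition reaches the set limit but some replicate falls short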;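 also: 0% = DMSO neutral controls and 100% = 20 µM radicicol positive controls; yeast relying on Plasmodium falciparum Hsp90 in place of its own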
# phage Ecoli inh: growth loss of phage-infected E. coli, primary screen, RecBCD inhibitor project, absorbance, with phage, HTS; inhibition, % at 11.9 µM; actives 0.26% (n = 360,000); AID 651602, 2012; in the data active = inhibition above about 11%
# HTR5A inv ag: HTR5A inverse agonists in luminescence cell assay, primary screen, counter-screen for OPRM1-OPRD1 heterodimer inverse agonist project, full-deck HTS; HTR5A cell line, inverse agonism; 5-hydroxytryptamine receptor 5A (Homo sapiens), P47898; actives 0.083% (n = 340,000); inhibition, % at 9.3 µM; AID 504634, 2011; in the data active = inhibition mostly above about 23%, no sharp cut-off; inactive = mostly below about 18%;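 also: 0% = cells with DMSO and 100% = no-cell wells with DMSO; some compounds called inactive have numbers as strong as hits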
# * hit, by the source's call; ? = inconclusive; / = not tested or not shown; & = joins results of further samples.
SMILES	Tat transport	OPRM1-OPRD1 ag	SUMO Mot1 rescue	PKA-R2B act	PKA-R1A act	AddAB inh	MOR-DOR inv ag	Ecoli viability	PfHsp90 yeast 2	phage Ecoli inh	HTR5A inv ag
CCOC(=O)[C@@H]1[C@H]2COc3cc(OC)ccc3[C@@H]2N2C(=O)N(c3cccc(Cl)c3)C(=O)[C@]12C	-1	-1.8	4	6	-4	2.4	10	-0.2	-13	/	-17
CN1CCC[C@H]1CCNc1ccc2c(=O)c3ccccc3n(C)c2c1	9	5.2	/	-9	-8	/	-24	/	18	6.4	0
CCCC(=O)Nc1ccc(C2C(=O)c3ccccc3C2=O)cc1	0	-5.1	-14	-8	3	1.9	25	-2.2	-7	1.2	-1
COc1ccccc1-n1c(SCC(=O)NC2CC2)nc2ccccc2c1=O	-3	-0.3	-2	3	-4	0.3	1	-0.7	/	6.4	-1
CC1Cc2ccccc2N1C(=O)CSc1nc2ccccc2s1 (centres undefined)	6	-2.1	4	10	-5	0.5	13	-0.1	-2	3.6	6
CCn1c2ccccc2c2cc(NC(=O)COC(=O)c3ccccc3F)ccc21	2	2.4	/	13	5	0.5	-13	-2.8	-20	1.7	16
CCOC(=O)c1c(C)[nH]c(C)c1C(=O)CSc1nnc(-c2ccncc2)n1Cc1ccccc1	-1	-1.6	/	3	-4	2.7	9	1.4	-5	3.1	-5
COc1ccccc1CNC(=O)COc1cccc(-n2cnnn2)c1	-3	-1.1	19	-8	0	-2.4	7	-2.0	/	0.3	-4
O=C(CN1CCOCC1)N/N=C/c1c(O)ccc2ccccc12	3	-0.1	2	-19	-8	0.2	1	-5.4	-13	-1.5	11
O=C(Nc1ccccc1)/C(=C/c1ccc([N+](=O)[O-])cc1)NC(=O)c1ccco1	-2	-3.4	-4	-6	-5	1.0	18	-2.7	2	1.1	-2
Cc1nc(CS(=O)(=O)c2ccc(Cl)cc2)cc(N2CCOCC2)n1	-8	-1.4	21	-1	1	2.9	6	-0.6	5	2.1	15
Cc1nc(SCc2ccc(C(=O)O)cc2)c2c(C)c(C)sc2n1	?	-1.7	-16	4	0	-0.4	8	0.2	-15	2.4	0
Cc1ccc(C)c(N2CCN(S(=O)(=O)c3ccc4c(c3)CCN4C(=O)CCC(=O)O)CC2)c1	6	-1.1	4	-9	2	-2.5	7	-1.1	5	3.0	4
Cc1nonc1OCCn1c([N+](=O)[O-])cnc1C	-9	-4.5	-8	-2	-5	1.6	21	-1.3	3	1.7	8
COc1ccc(S(=O)(=O)Nc2ccc(NC(C)=O)cc2)cc1[N+](=O)[O-]	0	-0.7	-14	-5	-2	1.2	3	-2.5	18	0.5	3
CC(C)N1C(=O)CC(Nc2ccc(N3CCOCC3)cc2)C1=O (centres undefined)	-15	-0.1	11	-8	-7	-0.3	1	3.2	/	3.4	-7
COc1ccc(-c2ccc3oc(-c4ccc(OC)cc4)c(-c4cc(OC)c(OC)c(OC)c4)c3c2)cc1	10	-1.5	-14	-2	0	-1.0	7	0.8	-16	3.0	-8
Cc1ccc2nc(SCC(=O)Nc3ccc(C)c([N+](=O)[O-])c3)[nH]c2c1	2	1.4	20	-6	-9	-0.2	-8	1.1	-26	1.2	8
Cc1cc(C(=O)N2CCCC(N3CCN(c4cccc(Cl)c4)CC3)C2)no1 (centres undefined)	2	-7.0	4	1	1	1.8	23	-2.2	30	2.3	3
COc1ccc(/C=C2/C(=O)N=C3SCCN32)cc1	-5	-0.7	-9	-7	0	0.5	4	3.9	8	1.5	0
CCOC(=O)c1ncn2c1CN(C)C(=O)c1cc(F)ccc1-2	1	-1.1	233&-11	7	4	0.8	6	-1.9	11	3.5	-6
CS(=O)(=O)c1ccccc1-c1nnc(NC(=O)c2cccc(N3C(=O)CCC3=O)c2)o1	4	-3.9	-13	-5	8	-1.1	20	-0.9	/	2.6	10
COCCNC(=O)/C(C#N)=C/c1ccc(OCC(=O)NC2CCCCC2)cc1	0	-2.0	15	5	-7	2.4	11	0.8	-82	4.5	-7
COc1cc(/C=c2\s/c(=C\C(=O)C(C)(C)C)[nH]c2=O)cc(OC)c1OC	2	-3.5	-7	-16	-10	-2.8	19	0.7	-10	0.8	0
CCOc1ncccc1C(=O)OCC(=O)c1ccc(Br)s1	14	0.5	41	-8	-2	1.6	-3	0.7	/	0.9	-18
Cc1nc2ccccn2c1/C(O)=C1\C(=O)C(=O)N(CCN2CCOCC2)C1c1cccs1 (centres undefined)	0	1.1	-3	-3	-2	1.7	-6	-1.9	-3	/	10
CCn1c(C(=O)O)c(CC(=O)Nc2cccc(C(F)(F)F)c2)c2ccccc21	2	-1.4	-18	-11	-12	2.7	7	-1.6	-1	2.9	10
CCOC(=O)c1c(N)sc(C(O)(C(F)(F)F)C(F)(F)F)c1-c1ccc(Cl)cc1	25	9.8	/	-12	1	1.5	-49	-2.2	64	3.7	1
COCC(C)N1CCC(Oc2ccc(C(=O)N3CCCC3)cc2)CC1 (centres undefined)	-5	-1.6	140	-13	-14	2.8	5	0.3	-21	0.2	-2
Cc1ccc(NC(=O)C(=O)NCCN2CCN(S(C)(=O)=O)CC2)cc1C	4	-2.0	-1	-13	-5	3.9	11	0.7	-1	3.5	-11
COc1ccc(C(=O)Nc2nnc(-c3ccco3)s2)cc1	0	8.3	5	0	5	-0.9	-47	-3.4	-23	2.9	-12
O=C(c1ccc([N+](=O)[O-])cc1)N1CCN(C(=O)c2cccnc2)CC1	-6	-2.4	-16	-4	2	3.5	13	0.3	-9	1.8	-34
CC(C(=O)N1CCc2ccccc21)N(C)CC(=O)Nc1ccc(F)cc1 (centres undefined)	4	-1.5	8	3	2	2.0	8	2.5	-5	1.8	-5
Cc1cccc(Cc2c(C)[nH]c(=O)c(C#N)c2C)c1	-4	-1.3	-8	-9	2	0.2	7	-0.2	29	2.3	-18
Cc1noc(C)c1S(=O)(=O)N(C)CC(=O)NCc1ccccc1	-5	-1.3	-11	-4	-13	2.4	5	-1.6	7	2.2	-2
CSCCC(NC(=O)COc1ccccc1)C(=O)OCCOc1ccc(F)cc1 (centres undefined)	0	-1.0	-7	-9	-3	0.2	6	-0.5	/	0.8	-1
O=C(Cn1ncn2c(cc3sccc32)c1=O)NC1CCCC1	-7	-0.8	11	5	-9	2.5	4	-2.7	11	2.9	-15
O=C(Oc1ccc(-c2ccccc2)cc1)N1CCCCC1	-12	2.4	-8	5	-5	1.4	-10	-1.4	4	2.8	5
CCN1CCN(C(c2cccs2)C(C)NC(=O)c2cccc(OC)c2OC)CC1 (centres undefined)	3	-1.1	6	2	-7	2.2	6	-0.2	-10	0.2	29
CCCCOc1ccc(C(=O)N(C)CC(=O)Nc2ccc(C)cc2)cc1	1	2.5	3	-2	-6	1.6	-11	2.0	-23	-1.2	-31
CCN(Cc1nc2ccccc2c(=O)[nH]1)Cc1cc(=O)oc2cc(C)c(C)cc12	3	-1.2	-4	-1	-4	0.2	6	0.5	21	4.2	4
COc1ccc(CN2CCN(CCc3ccccc3)C(CCO)C2)cc1Cn1cncn1 (centres undefined)	-6	3.3	11	-4	-10	1.3	-24	-1.3	8	3.3	-10
Cc1cc(OCCN2CCOCC2)ccc1[N+](=O)[O-]	21	4.2	8	-7	7	0.3	-25	-0.1	0	1.7	1
N/C(COc1ccc(C(=O)O)cc1)=N\O	-5	-2.8	10	-8	2	2.4	13	0.2	/	0.6	0
CC(=O)c1ccc(NC(=O)C2CCCN(C(=O)c3ccc(Cl)cc3)C2)cc1 (centres undefined)	4	/	3	/	/	1.2	/	-0.2	-7	3.2	/
CCN(CC)S(=O)(=O)c1ccc2c(c1)N(CC(=O)NCC1CCCO1)C(=O)CO2 (centres undefined)	6	-3.9	/	10	4	3.4	20	2.4	-12	-0.3	-7
COc1ccccc1NC(=O)Cn1c2ccccc2c2nc3n(c(=O)c21)CCS3	5	-0.6	-5	-16	-10	0.5	3	1.6	/	1.1	18
O=C(CSc1n[nH]c(-c2ccco2)n1)N1c2ccccc2Sc2ccccc21	0	-2.5	37	-5	11	1.5	12	0.6	/	2.6	6
COc1cc(Cl)c(NS(=O)(=O)c2ccc(-c3ccc(=O)[nH]n3)o2)c(OC)c1	2	0.5	-7	3	-3	3.7	-2	0.5	-2	-2.8	-8
CN(C(=O)COC(=O)C1CCN(S(=O)(=O)c2c(Cl)cccc2Cl)CC1)C1CCCCC1	5	1.0	-4	-13	-9	0.9	-7	1.8	-15	3.2	5
O=S(=O)(c1ccc(Cl)cc1)c1ccccn1	-3	-0.2	1	0	1	-2.3	1	1.2	-5	-0.5	7
C=CCOC(=O)C1=C(C)NC(C)=C(C(=O)OCC=C)C1c1ccc(O)cc1	4	-3.5	-4	-17	-16	-1.8	18	0.4	/	2.7	-12
CC(C)(C)OC(=O)CNC(=O)c1[nH]cnc1C(=O)NC1CCN(C(=O)OC(C)(C)C)CC1	7	-2.7	10	-14	-8	-1.8	15	-3.6	-14	-0.3	-25
Cc1ccc2[nH]c(O)c(N=O)c2c1	-7	-3.0	-10	-4	-14	2.0	15	-1.0	10	-4.2	-10
COc1ccccc1N1CCN(Cc2ccc(OC)c3ccccc23)CC1	2	6.1	-15	-7	0	0.4	-33	0.3	/	/	22
COc1cc(S(=O)(=O)N2CCN(C(=O)c3ccccc3F)CC2)c(OC)cc1NC(C)=O	0	-4.1	/	13	-1	/	20	/	-15	1.9	1
CS(=O)(=O)c1ccc(Cl)c(NC(=O)CSc2nnc(C3CC3)n2C2CC2)c1	0	0.9	-1	-2	5	3.4	-4	-0.2	-1	0.8	-6
O=C1N/C(=N\N=C\c2ccccn2)SC1Cc1cccc(SC(F)F)c1 (centres undefined)	-5	-1.3	17	3	-5	9.1	7	5.0	19	6.4	-6
O=C(Nc1ccc2c(c1)OCCO2)c1ccc(Br)cc1	-2	-3.8	4	-11	-6	4.9	18	1.1	0	3.2	3
